# Screening data from PubChem.
# GAA glycogen: qHTS Assay for Inhibitors and Activators of Human alpha-Glucosidase Cleavage of Glycogen; recombinant GAA, glycogen substrate, Amplex Red glucose oxidase fluorescence; Potency, µM (top dose mostly 76.4 µM), for the others: top-dose activity change, negative = inhibition, usual class: inhibitors; hit rate 0.38% among 300,000;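 also: 0% = full enzyme reaction and -100% = no-enzyme basal signal; the screen sought inhibitors and activators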
#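 Recombinant enzyme (4 nM final) with compounds titrated up to 77 uM and bovine liver glycogen (30 ug) in citrate pH 5.0, 0.01% Tween-20, 37 C 40 min. Released glucose detected by Amplex Red/glucose oxidase (Ex 573/Em 610); AC50 from Hill fits.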
# RGS12 GoLoco inh: qHTS Assay for Inhibitors of RGS12 GoLoco Motif Activity (Red Fluorophore) | Gai1:RGS12 GoLoco peptide FP, rhodamine, 10 min | Potency, µM (doses to about 61.6 µM), inactives show top-dose activity, negative = inhibition, most hits filed as inhibitors | hit rate 0.44% among 230,000 | AID 880, 2007 | Guanine nucleotide-binding protein G(i) subunit alpha-1 (Homo sapiens), P63096; active = well fitted inhibition curve with a large enough effect, not every such curve was filed as active; inactive = no such curve, though single readings can be large or run the other way; also: % is scaled to controls: 0 for no effect and ±100 for the full control effect; nearly all actives have a fitted effect of over 30% in size; many of its hits are not listed in these tables
# Target sequence (P63096 whole entry, looked up): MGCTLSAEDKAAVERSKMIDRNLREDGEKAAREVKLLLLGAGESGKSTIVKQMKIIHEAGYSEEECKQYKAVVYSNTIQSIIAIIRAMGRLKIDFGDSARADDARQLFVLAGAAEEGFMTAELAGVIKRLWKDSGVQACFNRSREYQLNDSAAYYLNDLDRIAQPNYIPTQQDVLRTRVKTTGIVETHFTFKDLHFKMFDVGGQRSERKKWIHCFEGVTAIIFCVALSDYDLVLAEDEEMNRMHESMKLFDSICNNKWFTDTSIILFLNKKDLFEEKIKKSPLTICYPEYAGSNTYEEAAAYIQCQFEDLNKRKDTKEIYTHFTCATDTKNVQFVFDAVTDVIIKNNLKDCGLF
# GAA inhib: qHTS Assay for Inhibitors of Human alpha-Glucosidase as a Potential Chaperone Treatment of Pompe Disease; Lysosomal alpha-glucosidase (Homo sapiens), P10253; purified human GAA, 4-MU-alpha-glucoside fluorescence; Potency, µM (doses to about 76.9 µM), for the others: at the highest dose activity change, negative = inhibition, actives largely listed as inhibitors; hit rate 0.005% among 200,000; AID 1466, 2008;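 also: plate controls were uninhibited enzyme wells for no effect and no-enzyme background for full effect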
#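 Read-out is 4-methylumbelliferone fluorescence (Ex 365/Em 440 nm) after NaOH/glycine stop at pH 10. Enzyme 4 nM, substrate 400 uM, pH 5.0 citrate buffer, 20 min room temperature; AC50 from Hill-equation concentration-response.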
# IMPase Li inh: qHTS Assay for Identifying the Cell-Membrane Permeable IMPase Inhibitors: Potentiation with Lithium | CHO-M1 cells, IP1 TR-FRET (IP-One), carbachol + lithium | hit rate 0.35% among 210,000 | Potency, µM (doses to about 59.4 µM), for the others: at the top dose activity, negative = IMPase inhibition, actives largely listed as inhibitors | AID 1457, 2008;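 also: IP1 builds up when IMPase is blocked and the TR-FRET signal falls; plate controls were basal vehicle for no effect and high inhibitor control for full effect; nearly all actives have a fitted effect of over 50% in size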
#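 Concentration–response in CHO-M1 cells, lithium-potentiated; 30 min at 37C. IP1 detected by competitive TR-FRET after 10 min lysis at RT. Hill-fitted AC50.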
# aGlu spleen mod: qHTS Assay for Inhibitors and Activators of Human alpha-Glucosidase From Spleen Homogenate; Lysosomal alpha-glucosidase (Homo sapiens), P10253; human spleen homogenate, 4-MU-alpha-glucoside fluorescence; Potency, µM (series often up to 79.9 µM), for inactives: at the top dose activity change, negative = inhibition, most hits filed as inhibitors; hit rate 0.006% among 240,000; AID 2112, 2009;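 also: 0% = enzyme with vehicle and -100% = no enzyme basal signal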
#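 Human spleen homogenate (1 ug) incubated with compounds and 1 mM 4-methylumbelliferyl-alpha-D-glucopyranoside in pH 5.0 citrate/phosphate buffer, 37 C, 40 min. Stopped at pH 10; 4-MU fluorescence (Ex 365/Em 440 nm); AC50 by Hill fit.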
# HTT cytoprotect: qHTS Multiplex Assay to Identify Dual Action Probes in a Cell Model of Huntington: Cytoprotection (ATP). PC12 HTT-Q103 induced, cytoprotection, ATP luminescence, 40 h. Potency, µM (titrated, usually from 56.4 µM), for the others: cytoprotection (ATP increase), actives largely listed as activators. hit rate 0.14% among 230,000;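 also: % of control where 0% means no effect; nearly all actives have a fitted effect of over 45% in size; toxic huntingtin expression switched on by the ecdysone agonist tebufenozide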
#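 Quantitative HTS on tebufenozide-induced (100 nM) PC12 cells expressing HTTQ103 exon 1–GFP; compounds tested as a concentration series; survival measured via cellular ATP.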
# HttQ103 aggreg: qHTS Multiplex Assay to Identify Dual Action Probes in a Cell Model of Huntington: Aggregate Formation (GFP); PC12 HttQ103-GFP aggregates, Acumen cytometry, 40 h; Potency, µM (doses to about 46.1 µM), inactives show at the highest dose activity change, negative = inhibition, actives largely listed as inhibitors; hit rate 1.1% among 220,000; also: % is scaled to controls: 0 for no effect and ±100 for the full control effect; nearly all actives have a fitted effect of over 60% in size
#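 PC12 cells stably carrying ecdysone-inducible HTT exon 1 Q103–GFP were induced with tebufenozide (100 nM final) and treated with library compounds in titration. GFP aggregates in lysates were counted by laser scanning cytometry.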
# * hit, by the source's call; ? = inconclusive; . = no result given; [ ] = dose if it differs, or a comment. Unless noted, calls follow the shape of the dose curve; as a rule, active = well fitted curve in the direction sought with a large enough effect; inconclusive = small, poorly fitted or top-dose-only effect, or another doubt; inactive = no such curve, though single readings can be large; an effect the other way counts as inactive or inconclusive. Potency is read from the fitted curve at half-maximal effect. An excerpt; rates above refer to the full screens.
item	SMILES	aGlu spleen mod	RGS12 GoLoco inh	GAA glycogen	HttQ103 aggreg	HTT cytoprotect	GAA inhib	IMPase Li inh
1	CCN1CCN(CCNC(=O)c2ccc(/C=C3/Sc4ccccc4N(Cc4cccc(C)c4)C3=O)cc2)CC1	-5%	13%	6%	?	-163%[inhibitor]	-4%	24%
2	CCOC(=O)N1CCC(N(C(=O)Nc2cccc(OC)c2)C(C)CC)CC1 (configuration not stated)	7%	-2%	5%	-15%	7%[0.074 µM]	-7%	10%
3	COc1ccc(C(=O)Oc2cccc(/C=N/NC(N)=S)c2)cc1	-2%	23%	-5%	14%	.	4%	3%
4	CC(C)CNC(=O)c1ccccc1NC(=O)CN(c1ccc2c(c1)OCCO2)S(C)(=O)=O	-8%	2%	-1%	7%	-9%	?	6%
5	Cc1cc2c(c(=O)o1)C(CC(C)C)C(C#N)=C(N)O2 (configuration not stated)	-3%	56%[activator]	4%	12%	-5%	3%[15.4 µM]	-5%[38.3 µM]
6	COc1ccc(C)cc1-n1nnnc1SCc1cc(=O)n2cc(C)ccc2n1	17%	-7%	12%	8%	8%	1%	10%[38.3 µM]
7	Cc1ccc(S(=O)(=O)N2CCCCC2)cc1C(=O)N1CCN(c2ccccn2)CC1	-3%	-9%	-1%	31%	-20%	2%	-14%
8	O=C(C1CCN(CC2CC=CCC2)CC1)N(CCc1ccccc1)Cc1ccccc1 (configuration not stated)	0%	-14%	7%	12%	.	3%	24%
9	O=C(NCC1CCNCC1)c1ccncc1	-2%	-1%	-1%	2%	-6%[1.9 µM]	-2%	6%
10	CCCSc1nn2c(=O)c3ccccc3nc2s1	-7%	10%	-10%	-31%	-54%[inhibitor]	4%	42%[38.3 µM]

# Part of the list above in order of count of non-hydrogen atoms, rising.
item	SMILES	aGlu spleen mod	RGS12 GoLoco inh	GAA glycogen	HttQ103 aggreg	HTT cytoprotect	GAA inhib	IMPase Li inh
5	Cc1cc2c(c(=O)o1)C(CC(C)C)C(C#N)=C(N)O2 (configuration not stated)	-3%	56%[activator]	4%	12%	-5%	3%[15.4 µM]	-5%[38.3 µM]
2	CCOC(=O)N1CCC(N(C(=O)Nc2cccc(OC)c2)C(C)CC)CC1 (configuration not stated)	7%	-2%	5%	-15%	7%[0.074 µM]	-7%	10%
1	CCN1CCN(CCNC(=O)c2ccc(/C=C3/Sc4ccccc4N(Cc4cccc(C)c4)C3=O)cc2)CC1	-5%	13%	6%	?	-163%[inhibitor]	-4%	24%

# The listing continues:
item	SMILES	aGlu spleen mod	RGS12 GoLoco inh	GAA glycogen	HttQ103 aggreg	HTT cytoprotect	GAA inhib	IMPase Li inh
11	COc1cccc(S(=O)(=O)Nc2ccc(C(=O)N3CCOCC3)cc2)c1	2%	-5%	1%	0%	-5%	-6%	10%[38.3 µM]
12	O=C(C/C=N\OCc1ccc([N+](=O)[O-])cc1)Nc1ccc(Cl)cc1	2%	-17%	6%	-1%	-29%	-15%	14%
13	CCN(CC)C(=O)Oc1ccc(OC(=O)N(CC)CC)cc1	2%	-50%	13%	13%	?	2%	19%
14	C=CCOC(=O)C1=C[C@@H](c2csc3ccccc23)C[C@@H](OCc2ccc(CO)cc2)O1	0%	-2%	-28%	-4%[9.22 µM]	24%[10 µM]	.	-4%
15	C=CCC1(CC=C)CCCN1Cc1nc(COc2ccccc2)no1	-3%	32%[activator]	-2%	7%[9.22 µM]	-4%[10 µM]	.	.
16	Cc1cc(C)nc(NS(=O)(=O)c2ccc(NC(=O)CSc3nc(-c4ccccc4)c(C#N)c(=O)[nH]3)cc2)n1	-17%	12%	-4%	-10%	4%	-4%	11µM*
17	Cc1ccc(S(=O)(=O)N2CC(=O)Nc3ccccc32)cc1	-4%	-4%	-5%	14%	-4%	-6%	23%[38.3 µM]
18	COCCC(=O)N(Cc1ccc2c(c1)OCO2)C(C(=O)NC1CCCCC1)c1ccncc1 (configuration not stated)	-10%	-14%	-7%	9%	-2%[10 µM]	-1%	-1%[38.3 µM]
19	O=C(CCNC(=O)c1ccccc1)Nc1ccc(F)c(Cl)c1	0%	0%	16%	6%	9%[10 µM]	3%	1%
20	CSCCC(NS(=O)(=O)c1ccc2c(c1)c(=O)n(C)c(=O)n2C)C(=O)NC1CCN(Cc2ccccc2)CC1 (configuration not stated)	-3%	1%	0%	-3%	-14%	1%	14%
21	O=C(CN1C(=O)NC2NC(=O)NC21)N/N=C/c1ccccc1F (configuration not stated)	2%	5%	7%	?	-19%	-1%	6%
22	Cn1c(=O)c2c(nc(N3CCOCC3)n2Cc2c(F)cccc2Cl)n(C)c1=O	7%	2%	-11%	11%	-19%[10 µM]	?	-1%[38.3 µM]
23	CCN1CCC(NC(=O)c2cc(OC)c(OC)cc2OC)CC1	1%	11%	3%	-12%	3%[0.074 µM]	-2%	-1%[38.3 µM]
24	CC(C)[C@H](NC(=O)c1cccc(S(=O)(=O)N2CCCC2)c1)c1nc2ccccc2[nH]1	-8%	6%	11%	-3%	?	?	22%[38.3 µM]
25	O=C(Nc1ccc(O)cc1C(=O)O)c1cccs1	0%	-1%	-8%	0%[9.22 µM]	-14%[10 µM]	13%	8%
26	COc1ccc(N(Cc2ccco2)C(=O)c2ccccc2F)cc1OC	-2%	-7%	-2%	1%	11%[0.074 µM]	-2%	4%[38.3 µM]
27	CCN1/C(=C(\O)c2ccccc2)C(=O)c2ccccc2S1(=O)=O	-7%	-3%	0%	-27%	-33%	-14%	12%[38.3 µM]
28	CC(C)(C)NC(=O)CSc1nc2ccccc2c(=O)[nH]1	2%	-3%	1%	23%[9.22 µM]	12%[10 µM]	.	.
29	CCOc1ccccc1C(=O)Nc1nccs1	3%	7%	5%	-14%	-8%	-2%	-4%[38.3 µM]
30	c1ccc2c(c1)c1ccccc1n1c(-c3ccc4c(c3)OCO4)nnc21	-8%	.	1%	-17%	-21%	2%	.
31	Cc1ccc(-n2c(-c3ccccc3)nnc2-c2cccs2)cc1	-13%	-5%	2%	-30%	-11%[10 µM]	-4%	7%
32	Cc1cccc(N2C(=O)CN(Cc3cccs3)C2=S)c1	-1%	2%	-14%	-5%	14%	-1%	-6%
33	CCCCCC1=CCC/C1=N\NC(=O)c1ccc2c(c1)OCO2	-2%	7%	4%	13%	4%[10 µM]	-7%	16%
34	S=c1[nH]nc(C2CCCCC2)o1	5%	6%	-8%	10%	-49%[inhibitor]	-1%	-1%
35	COc1cc(OC)cc(C(=O)N[C@H](C(=O)OCC(=O)Nc2sccc2C#N)C(C)C)c1	7%	63%[activator]	-29%	6%	-1%[10 µM]	2%	8%
36	CCSC1=N/C(=C\c2ccc(C(=O)O)cc2)C(=O)S1	-5%	7%	10%	6%	-3%	-11%	-2%[38.3 µM]
37	COc1ccc(-c2nnc3ccc(SCC(=O)N4CCCC4)nn23)cc1	-4%	3%	2%	-24%	-20%	-11%	22%[38.3 µM]
38	O=C(Nc1nc(-c2cccnc2)cs1)c1ccccc1Cl	5%	14%	0%	15%	-17%	-1%	0%
39	CC(NC(=O)C1CCC(=O)N1Cc1ccc(F)cc1)c1ccc2c(c1)OCCO2 (configuration not stated)	-2%	8%	9%	-2%	-13%	-9%[15.4 µM]	2%[38.3 µM]
40	CN1CCN(Cc2c(O)ccc3occ(C(=O)c4ccccc4)c23)CC1	-14%	10%	1%	-5%	2%[10 µM]	1%	8%
41	Cc1cnn(CCC(=O)NNC(=S)Nc2ccccc2)c1	1%	4%	?	3%	11%	-4%	8%[38.3 µM]
42	CCOc1cc(C2C3=C(CCCC3=O)OC3=C2C(=O)CCC3)cc([N+](=O)[O-])c1O	3%	10%	-3%	7%[9.22 µM]	-18%	7%	8%
43	CSCCC(NC=O)C(=O)NC(CC(C)C)C(=O)NC(Cc1ccccc1)C(=O)O (configuration not stated)	1%	1%	.	.	-31%[inhibitor]	.	21%
44	CCOC(=O)NC1(C(F)(F)F)C(=O)N(Cc2ccccc2)C2=C1C(=O)CC(C)(C)C2 (configuration not stated)	-9%	1%	4%	1%	32%	2%	0%[38.3 µM]
45	Cc1cccc(C)c1OCc1nnc2c3cnn(C)c3ncn12	17%	10%	-16%	-18%	-5%	1%	21%[38.3 µM]
46	CCCC1=NN2C(=N)/C(=C\c3cc(C)n(-c4cc(C)cc(C)c4)c3C)C(=O)N=C2S1	-3%	1%	-4%	-29%	.	?	13%
47	CC(=O)N1CCN(Cc2nc(C(c3ccccc3)c3ccccc3)no2)CC1	-9%	4%	7%	20%[9.22 µM]	19%[10 µM]	1%	9%
48	Cc1cc(N2CCN(c3nc4ccccc4s3)CC2)n2ncnc2n1	-7%	4%	-5%	11µM*	-19%	-6%	24%[38.3 µM]
49	COC(=O)c1ccc(S(=O)(=O)NCc2cccc(OC)c2)n1C	-6%	5%	0%	5%	0%	-5%	-21%[38.3 µM]
50	COC(=O)c1cc(N2C(=O)C3C(C2=O)C2(C)C=CC3(C)O2)ccc1Cl (configuration not stated)	-5%	0%	4%	?	3%[10 µM]	6%	21%
51	COn1c(-c2ccccc2)nc2c1CCc1c-2no[n+]1[O-]	1%	10%	-1%	-52%	28%	-3%	22%[38.3 µM]
52	COCCNc1ncnc2ccc(-c3cccc(OC)c3)cc12	1%	16%	.	.	-167%[inhibitor]	.	22%
53	CCN(CC)C1=NC=CC(c2ccccc2)=CC1C (configuration not stated)	2%	15%	-10%	?	.	-8%	21%
54	CN(CCOC(=O)c1ccco1)Cc1ccccc1	0%	-2%	2%	6%[1.84 µM]	21%	-1%	6%[38.3 µM]
55	CCN1CCN(C(=O)Nc2cccc(C(F)(F)F)c2)CC1	-1%	4%	1%	4%	-7%[0.074 µM]	-2%	26%[38.3 µM]
56	COc1ccc(S(=O)(=O)NCc2ccc3c(c2)OCO3)cc1C	-2%	-4%	4%	-22%	-8%	1%	22%[38.3 µM]
57	CCC(C)C(NC(=O)c1ccccc1NC(=O)c1ccc(C)cc1)C(=O)O (configuration not stated)	-11%	4%	-7%	-1%	-90%[inhibitor]	-2%	-5%
58	CCC1=C2CC[C@H]3C(=O)NC(=O)[C@H]3[C@H]2[C@@]2(Cc3ccccc3)C(=NCC3CC3)OC(=O)N2C1=O	-9%	3%	.	.	-20%	.	-3%
59	CCC(NC(=O)c1ccccc1NC(=O)c1ccco1)C(=O)O (configuration not stated)	4%	.	-11%	-11%	-3%	-15%	.
